Screens as filed in PubChem BioAssay.
MDM2 E3 inh: MDM2-luciferase reporter signal enhancers, primary screen, MDM2 E3 ligase inhibitor project, cell-based, luminescence, 1536-well; E3 ubiquitin-protein ligase Mdm2 (Homo sapiens), Q00987; AID 1230, 2008; signal enhancement, % at 5 µM; actives 0.11% (n = 210,000); cell-based MDM2 ubiquitination luciferase reporter, 2 h; 0 = plate control, 100 = twice control, blank-subtracted;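 active = signal enhancement of 30% or more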;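 also: luminescence tracks abundance of the self-degrading MDM2-luciferase fusion protein; higher signal means inhibition of MDM2 E3 ligase activity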
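Assay system: stable mammalian line carrying autodegrading MDM2–luciferase fusion reporter; Input: 2000 cells in each well; Compound dosing: single-point 5 µM; Schedule: 2 h compound exposure at 37 °C; Signal: SteadyLite luciferase luminescence after 15 min room-temperature reagent incubation; Evaluation: % luminescence enhancement versus blank-corrected plate control mean; Benchmarks: plate controls and plate blanks.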
Hck Nef HTS: inhibitors of Nef-activated human Hck kinase, primary screen, biochemical, Z-Lyte FRET, 384-well, Hck-YEEI; Tyrosine-protein kinase HCK (Homo sapiens), P08631; Recombinant Hck-YEEI plus Nef, Z-Lyte FRET kinase assay; inhibition, % at 20 µM; actives 0.68% (n = 220,000); AID 463187, 2010;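 active = Hck-Nef kinase inhibition above about 50%, limit read from the data; inactive = inhibition below that limit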;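 also: 0% = DMSO with Hck plus Nef and 100% = Hck alone without Nef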
Target sequence (P08631 whole entry, looked up): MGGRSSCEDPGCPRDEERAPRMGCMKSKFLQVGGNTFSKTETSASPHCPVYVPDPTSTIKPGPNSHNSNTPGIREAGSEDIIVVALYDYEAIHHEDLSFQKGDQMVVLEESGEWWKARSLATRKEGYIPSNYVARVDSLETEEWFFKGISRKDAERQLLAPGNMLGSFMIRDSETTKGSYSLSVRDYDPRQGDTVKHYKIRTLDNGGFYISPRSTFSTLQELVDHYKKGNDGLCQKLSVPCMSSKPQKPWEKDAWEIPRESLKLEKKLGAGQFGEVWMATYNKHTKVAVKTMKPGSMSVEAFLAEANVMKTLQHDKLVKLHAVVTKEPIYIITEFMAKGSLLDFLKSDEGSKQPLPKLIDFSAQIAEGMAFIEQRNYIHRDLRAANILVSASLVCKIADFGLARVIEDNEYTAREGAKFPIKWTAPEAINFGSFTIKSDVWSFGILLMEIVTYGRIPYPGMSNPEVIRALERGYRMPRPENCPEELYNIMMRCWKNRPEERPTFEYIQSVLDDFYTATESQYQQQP
NPY1 pot ag: NPY-Y1 receptor potentiators or agonists, primary screen, cell-based; Neuropeptide Y receptor type 1 (Homo sapiens), P25929; NPY-Y1 expressing cells, potentiator/agonist activation; activation, % at 3.6 µM; actives 0.37% (n = 220,000); AID 1304, 2008; in the data active = activation above about 33%, passing the limit was not always enough;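 also: cells stimulated with NPY at EC10 then isoproterenol at EC100; 0% = low agonist plus stimulus and 100% = saturating agonist plus stimulus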
Target sequence (P25929 whole entry, looked up): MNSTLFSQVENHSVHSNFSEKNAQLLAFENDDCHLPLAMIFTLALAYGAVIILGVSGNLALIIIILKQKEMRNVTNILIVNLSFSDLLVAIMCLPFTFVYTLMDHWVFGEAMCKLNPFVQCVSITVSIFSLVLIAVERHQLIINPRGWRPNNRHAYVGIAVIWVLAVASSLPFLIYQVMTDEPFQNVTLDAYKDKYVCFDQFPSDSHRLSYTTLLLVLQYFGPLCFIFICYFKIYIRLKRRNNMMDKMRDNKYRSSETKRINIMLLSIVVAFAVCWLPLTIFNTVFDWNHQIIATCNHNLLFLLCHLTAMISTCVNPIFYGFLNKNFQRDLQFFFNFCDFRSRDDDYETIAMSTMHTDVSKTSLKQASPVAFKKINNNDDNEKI
Runt-CBFb FRET: inhibitors of RUNX1 Runt–CBFb binding, primary screen, biochemical, FRET, Cerulean-Runt, Venus-CBFb, uHTS. Runt-related transcription factor 1 (Homo sapiens) + Core-binding factor subunit beta …. Cerulean-Runt/Venus-CBFb FRET ratio 530/480, 1 h. inhibition, % at 20 µM. actives 0.46% (n = 220,000). AID 1496, 2009;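 active = inhibition over about 50% at 20 µM in the single-dose screen, limit read from the data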;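 also: 0% = DMSO wells and 100% = excess unlabeled CBFb competitor control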
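Measured by: fluorescence energy transfer, 422 nm excitation, 530/480 nm emission; Assay system: Cerulean-Runt domain; Medium: Tris pH 7.5 buffer with BSA; Measure: loss of energy transfer signal; Controls: 5 µM unlabeled CBFb as full-inhibition high control; Incubation: protein complex preformed 1 h, compound exposure 1 h, room temperature, dark.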
RBBP9 inhibitor: human RBBP9 inhibitors, primary screen, biochemical, fluorescence polarization, FP-Rh probe, HTS | Serine hydrolase RBBP9 (Homo sapiens), O75884 | recombinant RBBP9 | actives 0.2% (n = 220,000) | inhibition, % at 7.94 µM;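 active = inhibition above the campaign mean of all tested compounds plus 3 SD, cut at about 14% in these data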;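 also: plate controls were DMSO wells with RBBP9 for no effect and wells lacking RBBP9 protein for full effect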
Target sequence (O75884 whole entry, looked up): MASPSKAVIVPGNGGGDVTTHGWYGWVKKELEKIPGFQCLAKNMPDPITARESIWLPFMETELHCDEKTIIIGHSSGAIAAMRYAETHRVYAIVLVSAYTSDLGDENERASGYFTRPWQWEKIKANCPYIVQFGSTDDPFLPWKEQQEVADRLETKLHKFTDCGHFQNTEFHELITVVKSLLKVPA
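Assay system: recombinant human RBBP9; Reagent: Serine-hydrolase probe FP-Rh, 375 nM pre-mixing; Doses: 7.94 µM single dose, 0.794% DMSO; Incubation: 30 min then 45 min, 25 °C; Detection: fluorescence polarization (mP), excitation 525 nm, emission 598 nm; Evaluation: percent inhibition from mP, scaled between DMSO and no-protein wells.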
NPY Y1 blocker: NPY-Y1 receptor antagonists, primary screen, cell-based; actives 1% (n = 200,000); HEK293-CNG Y1 cells, membrane potential fluorescence; NPY at EC95, then isoproterenol; inhibition, % at 3.6 µM; AID 1040, 2008;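 active = inhibition above the campaign mean inhibition of all tested compounds plus 3 SD, cut at about 20% in these data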;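 also: 0% = DMSO wells given NPY plus isoproterenol and 100% = isoproterenol alone without NPY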
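Benchmarks – high control isoproterenol alone, low control NPY with isoproterenol · Material – HEK293 Y1/CNG channel cell line · Times – dye 3 h, compound 60 min room temperature, stimulation 45 min · Probe or stimulus – NPY (25 nM), isoproterenol (1 µM), Ro 20-1724 (25 µM) · Evaluation – % inhibition of NPY effect · Signal – fluorescence, membrane potential probe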
p97 ATPase inh: inhibitors of human p97 ATPase, primary screen, biochemical; Transitional endoplasmic reticulum ATPase (Homo sapiens), P55072; recombinant p97 ATPase, Kinase-Glo ATP luminescence, 3 h; inhibition, % at 8 µM; actives 0.42% (n = 220,000); AID 1481, 2009; in the data active = inhibition above about 15%;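 also: 0% = DMSO vehicle and 100% = wells lacking enzyme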
Runt-SMMHC FRET: inhibitors of RUNX1 Runt–CBFb-SMMHC binding, primary screen, biochemical, FRET, Cerulean-Runt, Venus-CBFb-SMMHC, uHTS. Runt-related transcription factor 1 (Homo sapiens) + Core-binding factor subunit beta …. Cerulean-Runt/Venus-CBFb-SMMHC FRET ratio 530/480, 1 h. inhibition, % at 20 µM. actives 0.74% (n = 220,000);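 active = mean inhibition across duplicate retests at 20 µM reaching about 50%, limit read from the data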;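 also: 0% = DMSO wells and 100% = wells with excess untagged CBFb-SMMHC; inhibitors lower the FRET ratio by blocking Runt binding to CBFb-SMMHC; some results filed as inactive read as strong as hits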
NPY2 pot ag: NPY-Y2 potentiators or agonists, primary screen, cell-based; Neuropeptide Y receptor type 2 (Homo sapiens), P49146; cells expressing NPY-Y2, potentiator/agonist read-out; activation, % at 3.6 µM; actives 0.45% (n = 220,000); AID 1359, 2008; in the data active = activation above about 27%;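 also: cells stimulated with NPY near EC25 plus isoproterenol at EC100; 0% = vehicle plus submaximal agonist and 100% = vehicle plus saturating agonist; some results beyond the cut were filed as inactive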
An asterisk follows results filed as active; / = not tested or not shown. Compounds were not picked by outcome. Share with any hit: about 3.5%.

Below each SMILES: MDM2 E3 inh	Hck Nef HTS	NPY1 pot ag	Runt-CBFb FRET	RBBP9 inhibitor	NPY Y1 blocker	p97 ATPase inh	Runt-SMMHC FRET	NPY2 pot ag
1: O=C(NC1CCCC1)C(=O)N(c1ccccc1F)C(C(=O)NCC1CCCO1)c1cccs1 (configuration not stated)
 : 3	22	6	0	-7	-1	4	-6	-8
2: COc1ccc(/C=C/C(=O)c2cc(Cl)ccc2O)c(OC)c1
 : -5	13	7	0	-2	/	6	-2	-15
3: COc1cccc(CN2C(=O)C3CCCN3c3ccc(S(=O)(=O)N4CCOCC4)cc32)c1 (configuration not stated)
 : -1	3	-4	-1	1	2	4	-8	-2
4: O=C(C1CCCN(Cc2nc(-c3cccs3)no2)C1)N1CCOCC1 (configuration not stated)
 : -5	23	0	-2	-8	-3	2	2	-10
5: CCOC(=O)C1=C(C)N=c2s/c(=C/c3ccco3)c(=O)n2C1c1cccc(OC)c1 (configuration not stated)
 : -8	-1	16	-3	-9	6	6	-45	9
6: CCOc1ccc(N2C(=O)CC(N(CCc3ccc(OC)c(OC)c3)C(=O)/C=C/C(=O)O)C2=O)cc1 (configuration not stated)
 : -20	10	4	4	-8	/	1	-6	-24
7: COc1ccccc1CNC(=O)CCCNS(=O)(=O)c1cccc2nsnc12
 : 9	0	5	1	-7	1	-3	-4	-11
8: Cc1nc2ccccc2cc1C(=O)N/N=C/c1ccco1
 : 0	3	3	5	4	-2	4	4	-1
9: Cc1nc2nc[nH]n2c(=O)c1C/C=C/c1ccccc1
 : -9	19	0	0	3	3	8	2	9
10: Clc1ccc(Oc2nc(N3CCOCC3)nc(N3CCOCC3)n2)c(C2CCCCC2)c1
 : /	-8	1	/	10	-3	6	/	12
11: Cc1ccc(-c2nc(CS(=O)CC(=O)NC3CCC(C)CC3)c(C)o2)cc1 (configuration not stated)
 : -16	2	-13	-5	-7	10	-9	-3	-13
12: Cc1nnsc1-c1onc(C)c1C(=O)O/N=C/c1ccc(Cl)cc1
 : -16	11	-17	0	1	/	5	-4	-19
13: CCOC(=O)C1CCCN(Cc2nc(N)nc(Nc3ccc(OC)cc3)n2)C1 (configuration not stated)
 : -18	1	-9	2	-2	0	-1	1	7
14: O=C(Nc1ccc(Br)cc1)C1CCC(=O)N1Cc1ccccc1Cl (configuration not stated)
 : -16	0	7	-1	-2	-9	-6	2	-4
15: Cc1c(/C=N\NC(=O)C2(C)CC2(Cl)Cl)cnn1C (configuration not stated)
 : 8	1	-17	-2	-11	-7	-4	4	1
16: COc1cc(/C=C(\C#N)C(=O)NCC2CCCO2)cc(OC)c1OC (configuration not stated)
 : 1	20	14	1	-3	2	0	-3	2
17: Nc1ncnc2c1ncn2CCOc1ccccc1
 : -7	-2	-21	1	-3	-1	0	3	-15
18: COC(=O)c1cccc(NC(=O)COc2cccc([N+](=O)[O-])c2)c1
 : -11	-1	-8	1	1	4	3	2	-10
19: O=C(NN=C1CCCC1)c1ccccc1OCc1ccc(Cl)cc1
 : -15	12	-73	0	-5	5	0	-1	-83
20: CC(C)(C)C(=O)Nc1nnc(-c2ccncc2)o1
 : -18	3	0	1	-4	5	-4	0	1

Some of these compounds in order of formula weight, lowest first.
Below each SMILES: MDM2 E3 inh	Hck Nef HTS	NPY1 pot ag	Runt-CBFb FRET	RBBP9 inhibitor	NPY Y1 blocker	p97 ATPase inh	Runt-SMMHC FRET	NPY2 pot ag
20: CC(C)(C)C(=O)Nc1nnc(-c2ccncc2)o1
 : -18	3	0	1	-4	5	-4	0	1
8: Cc1nc2ccccc2cc1C(=O)N/N=C/c1ccco1
 : 0	3	3	5	4	-2	4	4	-1
2: COc1ccc(/C=C/C(=O)c2cc(Cl)ccc2O)c(OC)c1
 : -5	13	7	0	-2	/	6	-2	-15
19: O=C(NN=C1CCCC1)c1ccccc1OCc1ccc(Cl)cc1
 : -15	12	-73	0	-5	5	0	-1	-83
4: O=C(C1CCCN(Cc2nc(-c3cccs3)no2)C1)N1CCOCC1 (configuration not stated)
 : -5	23	0	-2	-8	-3	2	2	-10
12: Cc1nnsc1-c1onc(C)c1C(=O)O/N=C/c1ccc(Cl)cc1
 : -16	11	-17	0	1	/	5	-4	-19
13: CCOC(=O)C1CCCN(Cc2nc(N)nc(Nc3ccc(OC)cc3)n2)C1 (configuration not stated)
 : -18	1	-9	2	-2	0	-1	1	7
11: Cc1ccc(-c2nc(CS(=O)CC(=O)NC3CCC(C)CC3)c(C)o2)cc1 (configuration not stated)
 : -16	2	-13	-5	-7	10	-9	-3	-13
14: O=C(Nc1ccc(Br)cc1)C1CCC(=O)N1Cc1ccccc1Cl (configuration not stated)
 : -16	0	7	-1	-2	-9	-6	2	-4
3: COc1cccc(CN2C(=O)C3CCCN3c3ccc(S(=O)(=O)N4CCOCC4)cc32)c1 (configuration not stated)
 : -1	3	-4	-1	1	2	4	-8	-2
10: Clc1ccc(Oc2nc(N3CCOCC3)nc(N3CCOCC3)n2)c(C2CCCCC2)c1
 : /	-8	1	/	10	-3	6	/	12

Later entries
Below each SMILES: MDM2 E3 inh	Hck Nef HTS	NPY1 pot ag	Runt-CBFb FRET	RBBP9 inhibitor	NPY Y1 blocker	p97 ATPase inh	Runt-SMMHC FRET	NPY2 pot ag
21: Cc1cccc(C)c1NC(=O)CCn1cnc2ccccc2c1=O
 : 4	-1	1	-1	-5	-2	-2	0	3
22: CCOC(=O)c1cccc(NC(=O)c2ccccc2C)c1
 : 5	27	14	-1	0	3	4	-3	0
23: O=C(Cc1ccccc1)NC1CCN(Cc2ccccc2)CC1
 : 0	-3	-4	-1	-5	2	3	2	13
24: c1ccc(Cc2nnc3sc(-c4ccco4)nn23)cc1
 : -7	2	-16	12	-9	3	3	-3	-19
25: COc1cccc(OC)c1NC(=O)CN1CCC(NC(=O)c2cccc(F)c2)CC1
 : -10	-9	-7	-2	-5	3	-8	4	-5
26: Cc1ccc2cccc(O)c2[n+]1[O-]
 : -10	1	-23	0	2	-5	-2	4	-19
27: Cc1cc(C)n(CC(=O)NC2CCCCC2)n1
 : 0	-1	-17	0	-11	5	-6	7	-15
28: COCCNCCCCOc1c(Cl)cc(C)cc1Br
 : -6	1	-17	2	-6	14	1	-3	-16
29: CCOC(=O)c1ccc(Nc2nc(C(=O)OCC)nc3ccccc23)cc1
 : -9	1	8	-1	-8	2	-2	-14	-3
30: CCOc1cc(C(=O)CCC(=O)OCC(=O)NC(=O)NCC(C)C)ccc1O
 : /	20	1	0	2	/	2	-4	-1
31: CCOC(=O)CSc1nnc(CNC(=O)c2cccc(C)c2)n1C
 : -22	21	9	1	-4	2	9	-2	1
32: O=C(CCSc1nnc(-c2ccncc2)o1)Nc1ccccc1Cl
 : -15	1	10	-2	0	-1	2	-2	-1
33: O=C(O)C1CCCN(S(=O)(=O)c2ccc(Br)cc2)C1 (configuration not stated)
 : -13	-2	12	0	-8	0	3	2	0
34: COc1ccccc1C(=O)Nc1ccon1
 : -12	-2	-8	1	-6	2	-4	-1	-6
35: O=C(Nc1cccc([N+](=O)[O-])c1)c1cccc(C(=O)Nc2cccc([N+](=O)[O-])c2)c1
 : -17	-12	-24	-31	-5	/	4	-52	18
36: CC1(C)CC(=O)C(C=NCCN2CCN(C(=O)NC34CC5CC(CC(C5)C3)C4)CC2)=C(O)C1
 : -13	4	-2	-3	-5	3	-2	3	-1
37: Cc1cc(C)c(C#N)c(SCc2ccc([N+](=O)[O-])cc2)n1
 : -2	20	-1	1	-3	-4	-3	1	-13
38: Cc1cccc2cc(CN(Cc3ccco3)S(=O)(=O)c3ccc4c(c3)OCCO4)c(=O)[nH]c12
 : 3	0	1	-3	-9	-3	2	0	7
39: CCCC(=O)Nc1ccc(-c2ccc(NC(=O)CCC)cc2)cc1
 : -11	2	18	2	-8	2	6	-4	-10
40: CCOc1ccc(S(=O)(=O)N2CCCC2)cc1
 : -12	3	4	-1	-6	1	-3	-4	-5
41: C/C(=N/NC(=O)C(O)(c1ccccc1)c1ccccc1)c1ccc([N+](=O)[O-])o1
 : -8	27	10	-2	-8	5	4	-5	9
42: CNC(=O)c1cc2cc(Cl)cc(OC)c2oc1=O
 : /	-3	-2	/	-3	6	0	/	-10
43: Cc1cc2c(c(=O)n1CCCn1ccnc1)C(c1ccco1)C(C#N)=C(N)O2 (configuration not stated)
 : -12	-1	5	46	-5	3	-3	108*	-6
44: CCn1cc(CNCc2cn[nH]c2-c2cc3ccccc3o2)cn1
 : -19	4	-4	0	2	-3	2	0	8
45: CC(C)CN(CCCNC(=O)CC1Oc2ccccc2NC1=O)CC(C)C (configuration not stated)
 : -13	-2	-16	-2	-1	6	-3	-3	-2
46: NC(=O)CC(NSc1ccccc1[N+](=O)[O-])C(=O)O (configuration not stated)
 : -5	-15	16	41	1	6	7	20	1
47: Cc1ccc(S(=O)(=O)ON2C(=O)c3cccc4cccc(c34)C2=O)cc1
 : -9	2	-11	1	-6	-1	4	0	8
48: Fc1ccc(-c2csc(=S)[nH]2)cc1
 : -5	12	-2	31	-4	1	6	25	10
49: NS(=O)(=O)c1ccc(NNC(=O)c2ccccc2)cc1
 : -8	12	11	3	-4	/	5	-4	-5
50: CN1C(=O)/C(=C/c2ccc(O)c([N+](=O)[O-])c2)NC1=S
 : -2	24	10	4	-9	-1	8	1	2
